iPSC survival up = enhancers of human iPSC single-cell survival; hiPSC single-cell survival, ATPlite luminescence; 100% = ROCK inhibitor wells, 0% = DMSO; survival enhancement, % at 20 µM; 360,000 compounds, 0.044% hits; AID 602274; in the data active = survival enhancement above about 18%;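 also: cells exposed to compounds for 16 hours before the ATP read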
aDG glyco act = increases alpha dystroglycan glycosylation | Pro5-aDG cells, alpha-DG glycosylation AlphaScreen (IIH6); 0% Pro5, 100% B10-LARGE cell signal | AID 624168 | activation, % at 10 µM | 360,000 compounds, 0.22% hits;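 active = activation of at least 8% versus controls, or a plate z-score of at least 8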;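 also: Pro5 are CHO cells carrying HIG-tagged alpha-DG that lacks glycosylation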
Peg3 prom inh = Peg3 promoter activity inhibition; HeLa PEG-Prom luciferase reporter, luminescence, overnight; inhibition, % at 20 µM; 360,000 compounds, 1.7% hits; AID 588405;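 active = inhibition of at least 50% at 20 µM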
Granule exo inh = blocks lytic granule exocytosis. TALL-104 LAMP-1 surface exposure, flow cytometry; cells stimulated with thapsigargin and PMA. 360,000 compounds, 0.66% hits. inhibition, % at 10 µM;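 active = inhibition above about 55%, limit read from the data; inconclusive = no clear call, values can overlap the other calls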
NR2E3 ag-1 = activates human photoreceptor nuclear receptor NR2E3. Q9Y5X4. GST-NR2E3/biotin-RetCOR TR-FRET, 1536-well. inhibition of corepressor binding, % at 4.78 µM. 320,000 compounds, 0.12% hits. AID 2300;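 active = percent inhibition above the cutoff of mean plus 3 SD of all tested compounds, set per screening campaign, cut at about 20% in these data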;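 also: 0% = DMSO wells and 100% = biotin wells as full block of FRET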
Target sequence (Q9Y5X4 whole entry, looked up): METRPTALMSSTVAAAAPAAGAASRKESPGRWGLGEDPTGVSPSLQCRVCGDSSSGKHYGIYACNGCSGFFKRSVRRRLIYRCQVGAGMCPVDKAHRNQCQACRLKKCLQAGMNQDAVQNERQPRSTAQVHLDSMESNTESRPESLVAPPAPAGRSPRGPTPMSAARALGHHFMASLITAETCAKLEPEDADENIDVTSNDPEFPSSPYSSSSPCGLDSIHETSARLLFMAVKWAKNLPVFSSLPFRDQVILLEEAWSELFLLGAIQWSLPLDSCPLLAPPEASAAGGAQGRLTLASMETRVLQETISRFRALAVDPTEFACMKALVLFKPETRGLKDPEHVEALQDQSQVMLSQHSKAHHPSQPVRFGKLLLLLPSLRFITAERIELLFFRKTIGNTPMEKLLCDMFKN
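system = GST-tagged NR2E3 plus biotinylated RetCOR corepressor | input = 1.35 nM GST-NR2E3 | also added = 7 nM biotin-RetCOR | schedule = 5 h incubation at 4 °C | measured by = TR-FRET with europium anti-GST and streptavidin-D2, 340 nm excitation | read-out = percent loss of FRET ratio relative to control wells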
NR2E3 ag-2 = activates human NR2E3 receptor. CHO-S Gal4-NCOR/VP16-NR2E3 two-hybrid, luciferase. inhibition of corepressor binding, % at 3.98 µM. 360,000 compounds, 0.35% hits. AID 602229;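 active = inhibition above the mean of all tested compounds plus 3 SD, cut at about 70% in these data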;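 also: 0% = DMSO with NR2E3 transfected cells and 100% = cells lacking NR2E3 construct; higher means lower luciferase signal from less NR2E3 corepressor binding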
PDI inh = PDI (human) enzyme inhibition; P07237; PDI insulin aggregation turbidity, A650, 90 min; inhibition, % at 10 µM; 350,000 compounds, 0.052% hits; AID 588391;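 active = mean inhibition across replicates of 30% or more, whatever share of single replicates reach that level; inconclusive = mean inhibition below 30% while every single replicate reaches 30%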;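 also: absorbance from insulin aggregation driven by PDI reduction with DTT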
Target sequence (P07237 whole entry, looked up): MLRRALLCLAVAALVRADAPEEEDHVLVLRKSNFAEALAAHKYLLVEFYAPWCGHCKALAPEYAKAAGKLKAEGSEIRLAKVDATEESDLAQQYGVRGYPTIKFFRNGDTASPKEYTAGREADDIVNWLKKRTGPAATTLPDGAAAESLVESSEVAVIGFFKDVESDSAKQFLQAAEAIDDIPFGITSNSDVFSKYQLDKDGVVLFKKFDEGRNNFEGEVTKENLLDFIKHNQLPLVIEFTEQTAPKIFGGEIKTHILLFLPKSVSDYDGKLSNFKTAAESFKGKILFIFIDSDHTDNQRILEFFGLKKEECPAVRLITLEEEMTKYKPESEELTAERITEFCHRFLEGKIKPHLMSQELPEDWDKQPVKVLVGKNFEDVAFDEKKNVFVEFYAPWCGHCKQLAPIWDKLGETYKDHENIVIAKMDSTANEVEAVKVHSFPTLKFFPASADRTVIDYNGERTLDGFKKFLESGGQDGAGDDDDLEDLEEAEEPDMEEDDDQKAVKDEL
CaV13 FRET inh = Primary screen for inhibitors of IQ motif and Ca2+-dependent inactivation inhibitor domain binding in CACNA1D, Förster resonance energy transfer in living cells, …; HEK cells, CFP/YFP FRET ICDI-IQ, plate reader, 10 min; percent FRET-ratio fall versus neutral wells; inhibition, % at 12.3 µM; 340,000 compounds, 0.098% hits; AID 743397;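 active = mean replicate inhibition of at least 30% and at least 1% of replicates passing that level; inconclusive = only one of the two criteria is met; inactive = neither criterion is met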;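 also: 0% = median of the neutral control wells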
HIF-2a block = HIF-2a inhibition; 786-0 RCC cells HIF-2a reporter, luciferase luminescence, overnight; inhibition, % at 18.8 µM; 360,000 compounds, 0.72% hits; AID 624352;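 active = inhibition of the luminescence signal of 40% or more relative to plate controls, in a single-dose primary screen at 18.75 µM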
Vif imaging = inhibitors of HIV Vif; HEK293T cells, Vif self-association by quenched fluorescence, imaging, 24 h; AID 602346; inhibition, % at 7.49 µM; 340,000 compounds, 0.35% hits; in the data active = inhibition above about 50%, passing the limit was not always enough; inconclusive = no clear call, values can overlap the other calls; inactive = below about 31%; also: some results filed as inactive read as strong as hits
TRPM1 prom inh = inhibitors of MITF-driven TRPM1 promoter in melanoma cells. SK-MEL-5 TRPM1 promoter luciferase, 24 h. inhibition, % at 12.5 µM. 330,000 compounds, 0.83% hits. AID 488899;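 active = mean inhibition across replicates of 60% or more, whatever share of single replicates reaches that level; inconclusive = some that reach 60%, reason not given; inactive = mean inhibition across replicates below 60%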; also: values of inactives mirror those of a sister screen read the other way
Starred values were filed as active, the others as inactive.

`Cc1cc(OCC(=O)N(Cc2cccs2)C2CCS(=O)(=O)C2)ccc1Cl` (configuration not stated) gave iPSC survival up -1.8, aDG glyco act -0.1, Peg3 prom inh 19, Granule exo inh 8, NR2E3 ag-1 4, NR2E3 ag-2 -13, CaV13 FRET inh -7, HIF-2a block -3, Vif imaging -5 and TRPM1 prom inh -3.
Screening Cc1cc(C(=O)N/N=C2\CC(=O)CC(C)(C)C2)c(C)n1-c1ccc(F)cc1 returned iPSC survival up -0.6, aDG glyco act -0.2, Peg3 prom inh 0, Granule exo inh 0, NR2E3 ag-1 -2, NR2E3 ag-2 -22, PDI inh -3, CaV13 FRET inh -4, HIF-2a block 15, Vif imaging 0 and TRPM1 prom inh -5.
Screening Cc1ccn2c(=O)nc(SCC(=O)N3CCC(C)CC3)nc2c1 returned iPSC survival up 0.8, aDG glyco act 0.0, Peg3 prom inh 3, Granule exo inh -2, NR2E3 ag-1 1, NR2E3 ag-2 -2, PDI inh 6, CaV13 FRET inh -6, HIF-2a block 8, Vif imaging 9 and TRPM1 prom inh -5.
Screening CC(C)NC(=O)N(C)C[C@H]1Oc2ccc(NS(=O)(=O)c3ccccc3)cc2C(=O)N([C@H](C)CO)C[C@H]1C returned iPSC survival up -0.3, aDG glyco act -0.2, Peg3 prom inh 1, Granule exo inh -6, NR2E3 ag-2 10, PDI inh 0, CaV13 FRET inh -4, HIF-2a block 1, Vif imaging -3 and TRPM1 prom inh 5.
`COc1ccc(/C=C/C(=O)C2(O)CCCCC2)cc1` gave iPSC survival up 0.0, aDG glyco act 0.0, Peg3 prom inh -33, Granule exo inh -11, NR2E3 ag-1 5, NR2E3 ag-2 -2, PDI inh -4, CaV13 FRET inh 5, HIF-2a block -22, Vif imaging 6 and TRPM1 prom inh -6.
`O=C(Nc1ccc(C(=O)N2CCCCC2)cc1)C1CCC1` gave iPSC survival up 1.4, aDG glyco act 0.1, Peg3 prom inh -5, Granule exo inh -8, NR2E3 ag-2 1, PDI inh -3, CaV13 FRET inh -6, HIF-2a block -11, Vif imaging -2 and TRPM1 prom inh -8.
`COCCCNC(=O)CCc1nc2cccnc2n1Cc1ccccc1` gave iPSC survival up 0.4, aDG glyco act -0.1, Peg3 prom inh 18, Granule exo inh 0, NR2E3 ag-1 4, NR2E3 ag-2 17, PDI inh 7, CaV13 FRET inh -7, HIF-2a block 5, Vif imaging 26 and TRPM1 prom inh -7.
Screening COc1ccccc1/C=N/NC(=O)c1ccc2c(c1)OCO2 returned iPSC survival up 0.3, aDG glyco act -0.1, Peg3 prom inh -39, Granule exo inh 10, NR2E3 ag-1 3, NR2E3 ag-2 -40, PDI inh -1, CaV13 FRET inh -19, HIF-2a block -77, Vif imaging -2 and TRPM1 prom inh -49.
Cc1nc2nc(C)n(CCN3CCOCC3)c(=O)c2c(-c2cccc([N+](=O)[O-])c2)c1C(=O)CCCCCCCCCCN1CCC(c2ccccc2)(c2ccccc2)CC1 was read as iPSC survival up -2.1, aDG glyco act -1.0, Peg3 prom inh 95*, Granule exo inh 3, NR2E3 ag-2 26, PDI inh 17, CaV13 FRET inh -8, HIF-2a block 84*, Vif imaging -13 and TRPM1 prom inh 99*.
`Nc1cccc(-c2cncc(N3CCN(Cc4ccccn4)CC3)n2)c1` gave iPSC survival up -0.2, aDG glyco act -0.1, Peg3 prom inh -8, Granule exo inh -4, NR2E3 ag-2 13, PDI inh -15, CaV13 FRET inh -4, HIF-2a block -2 and Vif imaging 0.
O=C(Nc1ccc(Br)cc1)c1cccnc1N1CCCCC1 was read as iPSC survival up 1.9, aDG glyco act -0.3, Peg3 prom inh 12, Granule exo inh 1, NR2E3 ag-1 3, NR2E3 ag-2 -3, PDI inh 18, CaV13 FRET inh -7, HIF-2a block -29, Vif imaging 15 and TRPM1 prom inh 10.
Screening COc1ccccc1N(C)S(=O)(=O)c1ccc(Cl)c(C(=O)Nc2cccc(C)n2)c1 returned iPSC survival up 0.0, aDG glyco act 0.0, Peg3 prom inh 19, Granule exo inh -2, NR2E3 ag-1 2, NR2E3 ag-2 25, PDI inh -13, CaV13 FRET inh -6, HIF-2a block 13, Vif imaging -10 and TRPM1 prom inh -3.
For O=c1c2ccccc2c(=O)n(Cc2ccccc2)n1Cc1ccccc1 the results were iPSC survival up 0.9, aDG glyco act -0.1, Peg3 prom inh 16, Granule exo inh inconclusive, NR2E3 ag-1 2, NR2E3 ag-2 -16, PDI inh -4, HIF-2a block 4, Vif imaging -6 and TRPM1 prom inh 8.
`CCOP(=O)(OCC)c1ccc2c(c1)C(=O)c1ccccc1CC2` gave iPSC survival up -0.5, aDG glyco act 0.0, Peg3 prom inh -32, Granule exo inh 10, NR2E3 ag-1 0, NR2E3 ag-2 -7, PDI inh -2, CaV13 FRET inh -10, HIF-2a block -70 and TRPM1 prom inh -4.
`C=CCN1C(=O)c2ccc(C(=O)N(CC)CC(=O)Nc3c(F)cccc3F)cc2C1=O` gave iPSC survival up -0.6, aDG glyco act 0.0, Peg3 prom inh 2, Granule exo inh -3, NR2E3 ag-1 4, NR2E3 ag-2 -13, PDI inh -2, CaV13 FRET inh -6, HIF-2a block 3 and TRPM1 prom inh -4.
`COCCNC(=O)CSc1nc2nc(C)cc(C)n2n1` gave iPSC survival up 0.3, aDG glyco act 0.0, Peg3 prom inh -8, Granule exo inh 0, NR2E3 ag-1 -1, NR2E3 ag-2 5, PDI inh 16, CaV13 FRET inh -10, HIF-2a block 16, Vif imaging 2 and TRPM1 prom inh -10.
O=C(Oc1ccccc1C(=O)N1CCOCC1)c1ccc(F)cc1 was read as iPSC survival up -0.1, aDG glyco act -0.2, Peg3 prom inh 3, Granule exo inh -4, NR2E3 ag-1 6, NR2E3 ag-2 7, PDI inh -2, CaV13 FRET inh -20, HIF-2a block 23, Vif imaging 1 and TRPM1 prom inh 1.
Screening CC(C)[C@H]1C(=O)Nc2ccccc2N1C(=O)N[C@@H](Cc1ccccc1)C(=O)N[C@H](Cc1ccccc1)C(=O)O returned iPSC survival up 2.1, aDG glyco act -0.1, Peg3 prom inh -14, Granule exo inh -2, NR2E3 ag-1 5, NR2E3 ag-2 -12, HIF-2a block 10, Vif imaging -5 and TRPM1 prom inh -9.
For COc1ccc(C(=O)Nc2cc(C)ccc2NC(=O)COc2ccccc2)cc1 the results were iPSC survival up 5.5, aDG glyco act 0.1, Peg3 prom inh -46, Granule exo inh 1, NR2E3 ag-1 5, NR2E3 ag-2 -37, PDI inh -8, CaV13 FRET inh -7, HIF-2a block -67, Vif imaging 1 and TRPM1 prom inh -12.
`Clc1ccccc1C=NNc1ccccn1` gave iPSC survival up -0.7, aDG glyco act -0.2, Peg3 prom inh -247, Granule exo inh -5, NR2E3 ag-2 -88, PDI inh 14, CaV13 FRET inh -13, HIF-2a block -158, Vif imaging -10 and TRPM1 prom inh -31.

Next section; the last 2 above are carried over.
For COc1ccc(C(=O)Nc2cc(C)ccc2NC(=O)COc2ccccc2)cc1 the results were iPSC survival up 5.5, aDG glyco act 0.1, Peg3 prom inh -46, Granule exo inh 1, NR2E3 ag-1 5, NR2E3 ag-2 -37, PDI inh -8, CaV13 FRET inh -7, HIF-2a block -67, Vif imaging 1 and TRPM1 prom inh -12.
`Clc1ccccc1C=NNc1ccccn1` gave iPSC survival up -0.7, aDG glyco act -0.2, Peg3 prom inh -247, Granule exo inh -5, NR2E3 ag-2 -88, PDI inh 14, CaV13 FRET inh -13, HIF-2a block -158, Vif imaging -10 and TRPM1 prom inh -31.
For Cc1ccccc1C1NS(=O)(=O)N=C1N (configuration not stated) the results were iPSC survival up 14, aDG glyco act -0.1, Peg3 prom inh 5, Granule exo inh -1, NR2E3 ag-1 2, NR2E3 ag-2 -1, PDI inh 5, CaV13 FRET inh -4, HIF-2a block 6, Vif imaging -5 and TRPM1 prom inh 7.
Screening CC1(C)CC(=O)c2c(-c3cccnc3)n[nH]c2C1 returned iPSC survival up -0.3, aDG glyco act -0.2, Peg3 prom inh -5, Granule exo inh -2, NR2E3 ag-1 1, NR2E3 ag-2 -11, PDI inh 1, CaV13 FRET inh -8, HIF-2a block 10, Vif imaging 12 and TRPM1 prom inh 6.
Screening Cc1ccc(-c2nn(CCC(=O)NCC3CCCO3)c(=O)c3ccccc23)cc1 (configuration not stated) returned iPSC survival up -0.1, aDG glyco act 0.1, Peg3 prom inh 1, Granule exo inh 1, NR2E3 ag-1 1, NR2E3 ag-2 7, PDI inh 2, CaV13 FRET inh -3, HIF-2a block 16, Vif imaging -20 and TRPM1 prom inh 5.
For O=C(Nc1ccccc1)c1ccc(S(=O)(=O)Nc2cccc(O)c2)cc1 the results were iPSC survival up -0.4, aDG glyco act -0.2, Peg3 prom inh 17, Granule exo inh 2, NR2E3 ag-1 1, NR2E3 ag-2 -16, PDI inh 7, HIF-2a block 6, Vif imaging -1 and TRPM1 prom inh 3.
CC(C)C(C(=O)NCC1CCCO1)N(Cc1ccco1)C(=O)CNS(=O)(=O)c1ccc(F)cc1 (configuration not stated) was read as iPSC survival up 1.0, aDG glyco act 0.0, Peg3 prom inh 13, Granule exo inh -1, NR2E3 ag-1 -3, NR2E3 ag-2 4, PDI inh -4, HIF-2a block 0 and TRPM1 prom inh 1.
For COc1ccc(NS(=O)(=O)c2ccc(Oc3c(C#N)cccc3C#N)cc2)cc1 the results were iPSC survival up -0.3, aDG glyco act 0.5, Peg3 prom inh 21, Granule exo inh 6, NR2E3 ag-1 -2, NR2E3 ag-2 87*, PDI inh -5, CaV13 FRET inh 2, HIF-2a block 25, Vif imaging -17 and TRPM1 prom inh 8.
`O=C1C2C3C=CC(C4CC34)C2C(=O)N1/N=C/c1ccc(-c2ccc(Cl)cc2[N+](=O)[O-])o1` (configuration not stated) gave iPSC survival up 4.0, aDG glyco act -0.1, Peg3 prom inh 3, Granule exo inh 0, NR2E3 ag-1 -2, NR2E3 ag-2 -20, PDI inh 1, HIF-2a block -36, Vif imaging 23 and TRPM1 prom inh 1.
For Cc1nc(SCC(=O)Nc2nc3ccccc3s2)n[nH]1 the results were iPSC survival up -0.2, aDG glyco act 0.4, Peg3 prom inh -158, Granule exo inh 8, NR2E3 ag-1 2, NR2E3 ag-2 -58, PDI inh -8, CaV13 FRET inh -7, HIF-2a block -121, Vif imaging -20 and TRPM1 prom inh -20.
For C=CCNc1oc(C2CCCC2)nc1C#N the results were iPSC survival up 4.7, aDG glyco act -0.1, Peg3 prom inh -1, Granule exo inh 7, NR2E3 ag-1 0, NR2E3 ag-2 -14, PDI inh -8, CaV13 FRET inh -5, HIF-2a block 6, Vif imaging -2 and TRPM1 prom inh 12.
Screening CC(=O)NC(Cc1cc(C)ccc1C)C(=O)N1CCN(C(=O)Nc2ccc(C(C)=O)cc2)CC1 (configuration not stated) returned iPSC survival up 3.9, aDG glyco act 0.0, Peg3 prom inh -14, Granule exo inh 1, NR2E3 ag-1 4, NR2E3 ag-2 2, PDI inh -7, CaV13 FRET inh -6, HIF-2a block -46, Vif imaging 3 and TRPM1 prom inh -13.

Source: PubChem (several laboratories)
